From PubChem
PDI inh: inhibitors of human PDI, primary screen, biochemical, turbidity, single point, plate reader; PDI insulin aggregation turbidity, A650, 90 min; inhibition, % at 10 µM; 350,000 compounds, 0.052% hits;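 active = mean inhibition across replicates of 30% or more, whatever share of single replicates reach that level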;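 note: absorbance from insulin aggregation driven by PDI reduction with DTT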
Target sequence (P07237 whole entry, looked up): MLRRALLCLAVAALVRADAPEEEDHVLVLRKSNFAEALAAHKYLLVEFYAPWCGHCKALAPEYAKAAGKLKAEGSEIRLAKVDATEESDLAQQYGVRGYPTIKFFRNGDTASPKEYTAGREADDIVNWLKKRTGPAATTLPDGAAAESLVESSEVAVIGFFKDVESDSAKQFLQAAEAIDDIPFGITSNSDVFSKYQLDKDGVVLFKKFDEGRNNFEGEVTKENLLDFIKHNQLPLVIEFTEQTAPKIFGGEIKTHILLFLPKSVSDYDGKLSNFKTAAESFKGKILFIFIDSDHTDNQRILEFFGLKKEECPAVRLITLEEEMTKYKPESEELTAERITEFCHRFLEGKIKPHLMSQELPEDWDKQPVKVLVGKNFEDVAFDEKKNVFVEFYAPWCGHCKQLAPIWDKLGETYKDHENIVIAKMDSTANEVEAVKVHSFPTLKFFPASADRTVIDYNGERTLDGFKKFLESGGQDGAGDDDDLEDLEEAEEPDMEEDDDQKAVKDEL
aDG glyco act: activators of alpha-DG glycosylation, primary screen, uHTS, Pro5-aDG cells, AlphaScreen | alpha-DG glycosylation AlphaScreen (IIH6); 0% Pro5, 100% B10-LARGE cell signal | activation, % at 10 µM | 360,000 compounds, 0.22% hits | AID 624168, 2012;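 active = activation of at least 8% versus controls, or a plate z-score of at least 8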;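 note: Pro5 are CHO cells carrying HIG-tagged alpha-DG that lacks glycosylation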
Granule exo inh: LAMP-1 surface exposure blockers, TALL-104 cells – cell-based, flow cytometry, MLPCN library, primary screen; inhibition, % at 10 µM; AID 651702, 2012; TALL-104 LAMP-1 surface exposure; cells stimulated with thapsigargin and PMA; 360,000 compounds, 0.66% hits;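 active = inhibition above about 55%, limit read from the data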
N-glyco inh: increase of ERlucT glycosylation luciferase signal, primary screen, N-linked glycosylation inhibitor project, D54 ERlucT cells, luminescence, set 2 | D54 ERlucT glycosylation luciferase reporter, 24 h; percent of 100 nM tunicamycin response | 360,000 compounds, 0.23% hits | reporter increase, % at 12.5 µM;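 active = mean luciferase reporter signal, scaled so untreated is 0 and the glycosylation-blocking control 100, at or above a set limit in every replicate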;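 note: luciferase carries N-glycosylation sites so blocking glycosylation raises the light; 0% = median of neutral control wells and 100% = median of 100 nM tunicamycin wells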
Cardio protect: cardioprotection against H2O2-induced cell death, primary screen, uHTS, H9c2 cells, ATPLite luminescence; protection from H2O2 cell death, % at 20 µM; H9c2 cardiomyocytes, H2O2 injury protection, 2 h; 360,000 compounds, 0.63% hits;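 active = compounds giving at least 50% protection of heart cells from peroxide-induced death in the single-dose screen, raw or plate-pattern-corrected value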;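 note: 0% = DMSO wells with peroxide and 100% = DMSO wells without peroxide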
CaV13 FRET inh: Primary screen for inhibitors of IQ motif and Ca2+-dependent inactivation inhibitor domain binding in CACNA1D, Förster resonance energy transfer in living cells, … | 340,000 compounds, 0.098% hits | inhibition, % at 12.3 µM | HEK cells, CFP/YFP FRET ICDI-IQ, plate reader, 10 min; percent FRET-ratio fall versus neutral wells;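 active = mean replicate inhibition of at least 30% and at least 1% of replicates passing that level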;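 note: 0% = median of the neutral control wells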
m5-HT2A agonist: mouse Htr2a agonists via beta-arrestin recruitment, primary screen, cell-based, luminescence; 5-hydroxytryptamine receptor 2A (Mus musculus), P35363; CHO-K1 mHTR2A beta-arrestin complementation; percent of 30 µM serotonin response; activation, % at 7.6 µM; 360,000 compounds, 0.66% hits;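 active = activation above a run cutoff, the mean activation of all tested compounds plus 3 SD, cut at about 14% in these data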;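 note: 0% = plate median of compound wells and 100% = 30 µM serotonin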
Vif inh: HIV Vif self-association inhibitors, primary screen, imaging, HEK293T, single point; HEK293T cells, Vif self-association by quenched fluorescence, 24 h; inhibition, % at 7.49 µM; 340,000 compounds, 0.35% hits; in the data active = inhibition above about 50%, passing the limit was not always enough; note: some results filed as inactive read as strong as hits
hiPSC survival: enhancers of single-cell hiPSC survival, primary screen, ATPlite luminescence | 100% = ROCK inhibitor wells, 0% = DMSO | survival enhancement, % at 20 µM | 360,000 compounds, 0.044% hits; in the data active = survival enhancement above about 18%;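 note: cells exposed to compounds for 16 hours before the ATP read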
ABCB6 inh MLPCN: ABCB6 transporter inhibitors, primary screen, K562-ABCB6 cells, flow cytometry, MLPCN library; ATP-binding cassette sub-family B member 6 (Homo sapiens), Q9NP58; K562-ABCB6 porphyrin accumulation, 1 h; stronger effect = lower value; fluorescence ratio to DMSO, % at 10 µM; 360,000 compounds, 0.19% hits; AID 602162, 2011;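 active = fluorescence ratio to DMSO below 75%, the collection mean minus 3 SD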;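 note: signal is porphyrin accumulated inside mitochondria; 100% equals median channel fluorescence of DMSO control wells; lower ratio means ABCB6 inhibition with less porphyrin fluorescence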
Active calls of the source: *; / = not tested or not shown.

Codes – A = PDI inh; B = aDG glyco act; C = Granule exo inh; D = N-glyco inh; E = Cardio protect; F = CaV13 FRET inh; G = m5-HT2A agonist; H = Vif inh; I = hiPSC survival; J = ABCB6 inh MLPCN
Cc1ccn2cc(C(=O)N3CCCC(Nc4ccc(F)cc4)C3)nc2c1 (stereo unspecified)
  A = 7.2	B = 0.5	C = -3.9	D = 1.0	E = -1.3	F = /	G = 18.5*	H = 12.1	I = -0.3	J = 99.0

COc1ccccc1C(=O)Nc1ccc(Cc2ccncc2)cc1
  A = -12.5	B = 0.7	C = 1.3	D = -0.5	E = -10.7	F = -3.0	G = -3.0	H = /	I = 0.3	J = 99.0

Cc1noc(C)c1NC(=O)N(C)C[C@H]1OCCCC[C@@H](C)Oc2ccc(NC(=O)Nc3ccc(F)cc3)cc2C(=O)N([C@@H](C)CO)C[C@H]1C
  A = 3.2	B = 0.1	C = -5.9	D = 3.0	E = -2.0	F = -6.1	G = -3.9	H = -3.8	I = -0.6	J = 95.0

O=S(=O)(c1ccccc1)N1CCN(c2nc3ccccc3s2)CC1
  A = -2.4	B = -0.1	C = 1.8	D = 1.3	E = -6.9	F = -4.1	G = -0.8	H = -6.5	I = -1.4	J = 90.0

CCCCC(CCC(=O)Nc1ccn(-c2ccccc2)n1)C(=O)O (stereo unspecified)
  A = 0.5	B = -0.1	C = 3.8	D = 0.4	E = 0.7	F = 5.8	G = 0.6	H = 4.2	I = -0.6	J = 95.0

O=C(Nc1cccc2ncccc12)c1cc2ccccc2o1
  A = 3.3	B = -0.1	C = 3.4	D = -0.3	E = 11.2	F = -6.3	G = -2.8	H = 0.1	I = 5.0	J = 95.0

Clc1ccccc1Cc1noc(CN2CCCCC2c2ccccn2)n1 (stereo unspecified)
  A = 4.4	B = 0.3	C = -4.8	D = 1.8	E = 2.8	F = -19.6	G = -2.5	H = 3.2	I = -1.6	J = 102.0

CCc1ccc2oc(=O)cc(CN3CCN(c4ccc(F)cc4)CC3)c2c1
  A = -1.2	B = 0.0	C = -1.2	D = 0.5	E = -2.9	F = 1.2	G = -2.7	H = 1.0	I = 1.3	J = 102.0

CCOC(=O)c1c(N/N=C/c2cccnc2)n[nH]c1C
  A = -3.4	B = 0.0	C = 1.7	D = 16.7	E = -0.5	F = -14.5	G = 0.4	H = -3.2	I = -0.3	J = 97.0

COc1ccc(NC(=O)c2c(C)noc2-c2snnc2C)cc1
  A = 2.7	B = 0.0	C = 4.1	D = 7.6	E = 2.9	F = 16.2	G = 4.2	H = 2.3	I = -0.3	J = 96.0

COc1ccc(NC(=O)c2cccc(S(=O)(=O)N(C)c3ccccc3)c2)cn1
  A = -5.7	B = 0.0	C = 1.6	D = -0.1	E = -3.1	F = -3.1	G = 8.3	H = 3.7	I = 0.5	J = 97.0

COc1ccccc1N1CCN(C(=O)C2CCN(S(=O)(=O)c3ccccc3)CC2)CC1
  A = -6.0	B = 0.6	C = -4.6	D = -2.8	E = -2.4	F = -8.3	G = 5.5	H = 10.7	I = 0.3	J = 102.0

C=C(C)C1Cc2cc3ccc(=O)oc3cc2O1 (stereo unspecified)
  A = -2.5	B = -0.3	C = -10.9	D = 2.1	E = -7.3	F = -8.6	G = -1.9	H = 2.1	I = -1.3	J = 101.0

Cc1ccc2ccccc2c1C(O)c1ncc(-c2ccccc2Cl)[nH]1 (stereo unspecified)
  A = 1.0	B = 0.0	C = -2.0	D = -0.1	E = -13.5	F = -6.7	G = -2.2	H = /	I = -1.0	J = 97.0

COc1ccc(/C(N)=N/OC(=O)CCCc2ccccc2)cc1
  A = -13.6	B = 0.8	C = -0.7	D = 1.3	E = -8.5	F = -1.6	G = 5.3	H = -7.7	I = -0.5	J = 100.0

Cc1ccc(OCC(=O)O/N=C(\N)Cc2ccc([N+](=O)[O-])cc2)cc1C
  A = -7.5	B = 0.1	C = 0.1	D = 1.5	E = 2.4	F = -4.3	G = 2.9	H = 7.9	I = -0.5	J = 97.0

COCCNc1nc(Cl)c(C#N)s1
  A = -0.7	B = 0.1	C = -4.2	D = 0.9	E = 4.7	F = -4.0	G = 2.9	H = /	I = 4.4	J = 115.0

Cc1ccc(CNC(=O)CO/N=C/c2ccc(C(C)(C)C)cc2)cc1
  A = -2.5	B = -0.1	C = -2.8	D = 0.2	E = -16.3	F = -3.1	G = 0.2	H = -3.1	I = 2.4	J = 99.0

O=C(CSc1nnc(-c2ccc([N+](=O)[O-])cc2)o1)Nc1ccccn1
  A = -1.8	B = 1.2	C = -1.2	D = -15.9	E = -2.4	F = 0.6	G = 1.9	H = -7.3	I = -1.2	J = 94.0

O=C(Cn1cnc2ccccc21)c1ccc(Cl)cc1
  A = 3.7	B = -0.1	C = -3.7	D = -0.4	E = -4.9	F = -5.0	G = 0.9	H = -0.8	I = -0.9	J = 98.0

COc1ccc(C(=O)N2CCCC(CO)C2)cc1OC1CCN(C(C)C)CC1 (stereo unspecified)
  A = -1.0	B = 0.0	C = -6.3	D = 0.0	E = -1.6	F = -8.4	G = 0.0	H = /	I = -3.1	J = 95.0

Cc1ccc(-n2[nH]c(C)c(/C=N/c3ccccn3)c2=O)cc1
  A = -10.6	B = 0.3	C = -4.5	D = 1.1	E = -11.1	F = -14.0	G = 3.9	H = -1.3	I = -1.5	J = 98.0

CCNC(=O)NC(=O)C(C)Sc1ccc2c(c1)OCCO2 (stereo unspecified)
  A = 16.0	B = 0.0	C = 0.8	D = 0.9	E = -2.4	F = -5.3	G = 8.8	H = -15.7	I = -3.4	J = 100.0

O=C(c1cc([N+](=O)[O-])ccc1N1CCN(S(=O)(=O)c2ccc(Cl)c(Cl)c2)CC1)N1CCOCC1
  A = -1.1	B = 0.7	C = 25.2	D = -2.4	E = -1.3	F = -13.8	G = -2.5	H = 11.2	I = -0.9	J = 100.0

CC(=O)Nc1cccc(OCCCOc2ccc([N+](=O)[O-])cc2)c1
  A = -3.6	B = 0.5	C = -2.3	D = 0.6	E = -15.4	F = -19.4	G = 5.4	H = 3.3	I = -0.6	J = 98.0

CCc1ccccc1NC(=O)c1cnn(-c2ccccc2)c1C
  A = -5.9	B = -0.2	C = 9.0	D = -4.8	E = -0.5	F = 0.6	G = 2.3	H = -6.1	I = -0.6	J = 97.0

Complete entries, quoted from the list. Order of values: PDI inh	aDG glyco act	Granule exo inh	N-glyco inh	Cardio protect	CaV13 FRET inh	m5-HT2A agonist	Vif inh	hiPSC survival	ABCB6 inh MLPCN
Entry for Clc1ccccc1Cc1noc(CN2CCCCC2c2ccccn2)n1 (stereo unspecified) : 4.4	0.3	-4.8	1.8	2.8	-19.6	-2.5	3.2	-1.6	102.0
Entry for O=C(Cn1cnc2ccccc21)c1ccc(Cl)cc1 : 3.7	-0.1	-3.7	-0.4	-4.9	-5.0	0.9	-0.8	-0.9	98.0
Entry for C=C(C)C1Cc2cc3ccc(=O)oc3cc2O1 (stereo unspecified) : -2.5	-0.3	-10.9	2.1	-7.3	-8.6	-1.9	2.1	-1.3	101.0

Rewritten as tab-separated lines: entries from further up
SMILES	PDI inh	aDG glyco act	Granule exo inh	N-glyco inh	Cardio protect	CaV13 FRET inh	m5-HT2A agonist	Vif inh	hiPSC survival	ABCB6 inh MLPCN
COc1ccc(/C(N)=N/OC(=O)CCCc2ccccc2)cc1	-13.6	0.8	-0.7	1.3	-8.5	-1.6	5.3	-7.7	-0.5	100.0
Cc1ccc(OCC(=O)O/N=C(\N)Cc2ccc([N+](=O)[O-])cc2)cc1C	-7.5	0.1	0.1	1.5	2.4	-4.3	2.9	7.9	-0.5	97.0
COCCNc1nc(Cl)c(C#N)s1	-0.7	0.1	-4.2	0.9	4.7	-4.0	2.9	/	4.4	115.0
